Screens: PubChem BioAssay, several laboratories
HEK293 NOD2/NF-kB = NOD2 signaling inhibitors, cell-based, luminescence, uHTS, HEK293 (AID 1566); inhibition, % at 4 µM; hits with a dose series show EC50 in µM; hit rate 0.63% among 290,000; HEK293 NOD2/NF-kB luciferase reporter, luminescence; higher % means a stronger effect; further: many of its hits are not listed in these tables
HIV fusion peptide = inhibitors of HIV fusion peptide binding, primary screen, biochemical, uHTS, fluorescence dequenching (AID 1986); cell-free peptide binding, fluorescence dequenching, 30 min; higher % means a stronger effect; inhibition, % at 20 µM, or IC50 in µM where a hit was titrated; hit rate 0.3% among 290,000; in the data active means inhibition mostly above about 52%, no sharp cut-off; inactive means mostly below about 76%; further: some results filed as inactive read as strong as hits
Myeloid diff 2 = compounds promoting myeloid differentiation. ER-HoxA9 myeloid progenitors, lysozyme-GFP differentiation, flow cytometry. calls only at 10 µM. hit rate 1% among 360,000;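 active means normalized GFP-positive differentiation at or above the plate's own cutoff, the solvent-only control mean plus 3 SD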;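 further: cells exposed to compound for four days before flow analysis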
LYP phosphatase = inhibitors of LYP phosphatase, biochemical, fluorescence intensity, uHTS (AID 1779); inhibition, % at 11.5 µM, or IC50 in µM where a hit was titrated; recombinant LYP phosphatase, fluorescence intensity; higher % means a stronger effect; hit rate 0.054% among 290,000;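 further: plate controls were vehicle with enzyme for no effect and no enzyme for full effect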
PhoP inhibition = PhoP-dependent GFP reporter repression – Salmonella Typhimurium, primary screen (AID 1863) | S. Typhimurium PhoP-regulated promoter GFP reporter, 4 h; higher % means a stronger effect | inhibition, % at 50 µM; hits with a dose series show IC50 in µM | hit rate 0.16% among 300,000;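 active means inhibition over 29.93%, a cutoff 3 SD above the screen mean, later confirmed by dose response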;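 further: 0% = low Mg2+ inducing control and 100% = high Mg2+ repressing control; strong numbers were not always called active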
SIAH1 antagonists = blockers of Siah-1 interaction with plectin peptide – biochemical, fluorescence polarization, rhodamine-plectin, uHTS, primary screen (AID 1817) | Siah-1 / rhodamine-plectin peptide fluorescence polarization; higher % means a stronger effect | displacement, % at 20 µM, or IC50 in µM where a hit was titrated | hit rate 0.02% among 290,000;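 active means displacement of at least 50% at 20 µM, with a fluorescence ratio check between 0.3 and a set limit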;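 further: plate controls were Siah plus tracer with DMSO for no effect and tracer alone without Siah for full effect; strong numbers were not always called active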
NOD1 inhibition = NOD1 signaling inhibitors, primary screen, cell-based, luminescence, uHTS (AID 1578). NOD1-driven NF-kB luciferase reporter cells, luminescence; higher % means a stronger effect. inhibition, % at 4 µM, or EC50 in µM where a hit was titrated. hit rate 1% among 290,000; in the data active means inhibition mostly above about 36%, no sharp cut-off; inactive means mostly below about 34%;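 further: HEK-293T reporter cells stimulated with the NOD1 agonist gamma-tri-DAP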
KOR beta-arrestin-1 = kappa opioid receptor blockers – cell-based, luminescence, uHTS (AID 1778) | KOR beta-arrestin recruitment, luminescence, antagonist mode; higher % means a stronger effect | inhibition, % at 10 µM; hits with a dose series show IC50 in µM | hit rate 0.091% among 290,000; further: strong numbers were not always called active
KOR beta-arrestin-2 = kappa opioid receptor activators – cell-based, luminescence, uHTS, primary screen (AID 1777) | KOR beta-arrestin recruitment, luminescence; higher % means a stronger effect | one-dose activation, % at 10 µM; EC50 in µM for titrated hits | hit rate 0.02% among 280,000; in the data active means activation above about 50%, passing the limit was not always enough; further: a part of the inactive calls stands beside numbers as strong as those of hits
Myeloid diff 2 GFP+ MAC1+ % = further read-out of Myeloid diff 2, marked with its call; GFP+ MAC1+ double positive, %; measured here: differentiation confirmed by MAC1 staining
The depositor's hits bear a star; i = inactive; nt = not tested or not shown; + = active, no number; [ ] = another dose, or the depositor's remark. Unless noted, no stated cut-off is given here; in the data, active means inhibition above about 50%; inactive means the rest. A portion of the library; count on the stated rates, not on these rows.

SMILES	HEK293 NOD2/NF-kB	HIV fusion peptide	Myeloid diff 2	Myeloid diff 2 GFP+ MAC1+ %	LYP phosphatase	PhoP inhibition	SIAH1 antagonists	NOD1 inhibition	KOR beta-arrestin-1	KOR beta-arrestin-2
COc1ccc(C(=O)N2CCC(=O)N(C(CO)Cc3ccccc3)CC2)cc1 (stereo not given)	5%	-0.4%	i	1.0	8%	2%	-2%	-58%	-6%	-1.8%
COc1cc2c(cc1OC)C(C(=O)NC(C)c1ccccc1)CC(=O)N2 (stereo not given)	-1%	1.2%	i	0.5	0%	-5%	-1%	-24%	-24%	-2.0%
CC1CC(C)CN(CCC(=O)Nc2ccc(Br)cc2)C1 (stereo not given)	-19%	0.6%	i	0.3	-18%	4%	-7%	-4%	4%[20 µM]	-4.0%
O=C(Cc1ccccc1)NC1(O)C(=O)c2ccccc2C1=O	4%	-0.8%	i	1.3	-7%	-8%	2%	0%	14%	-2.4%
O=[N+]([O-])c1cccc(CN2CCN(c3cccc4[nH]ccc34)CC2)c1	14%	-0.8%	i	0.8	-11%	1%	1%	-9%	28%	2.2%
Nc1ncnc(Oc2cccc(C(F)(F)F)c2)c1[N+](=O)[O-]	3%	0.4%	i	0.8	-2%	13%	-1%	-37%	14%	-9.0%
Fc1cccc(Cl)c1Cn1ncc2ccccc21	-11%	-0.9%	i	1.1	-6%	4%	4%	-5%	1%	-6.0%
COc1ccc(-n2cnnc2SCC(=O)NC2CCCc3ccccc32)cc1 (stereo not given)	6%	-3.6%	i	0.2	0%	7%	-3%	-26%	-16%	6.8%
O=c1c2ccccc2nc2sc3ccccc3n12	-63%	-0.8%	i	0.7	-7%	12%	25%	-55%	10%	-3.5%
CCOC(=O)c1c(NC(=O)c2cccs2)sc2c1CCC2	12%	-3.8%	i	8.1	0%	nt	-3%	-12%	-22%	1.8%
COc1ccccc1CN1C(=O)C2CC=CCC2C1=O (stereo not given)	4%	-1.1%	i	12	-6%	1%	5%	nt	-2%	2.2%
CC(C)N1CCC(N2CCN(Cc3ccc4nonc4c3)CC2CCO)CC1 (stereo not given)	-24%	-2.8%	i	0.4	-11%	-3%	2%	11%	-25%	3.6%
Cc1ccc(CCNC(=O)C2CCCN(C(=O)c3cc4sccc4n3C)C2)cc1 (stereo not given)	2%	0.6%	i	3.5	-2%	15%	1%	-5%	13%	0.8%
CCc1ccccc1NC(=O)C1CCN(C(=O)N2CCOc3ccccc32)CC1	2%	-0.5%	i	3.3	-11%	nt	4%	-15%	-34%[20 µM]	-6.0%
Cc1ccc2c(c1)N(C(=O)CCC(=O)Nc1ccccc1Br)CC(C)O2 (stereo not given)	7%	-2.3%	i	8.2	-4%	nt	3%	0%	2%[20 µM]	nt
NC(=O)Nc1ccc(Oc2c(F)c(F)c(F)c(F)c2F)cc1	8%	-3.3%	i	3.1	-1%	5%	0%	-4%	7%	-2.8%
Cc1cc(=O)oc(C)c1C(=O)Nc1cnc2ccccc2c1	-8%	1.0%	+	1.0*	-2%	-9%	2%	0%	2%	9.2%
O=C(O)c1cc(S(=O)(=O)N2CC3CC3C2C(=O)O)c(Cl)cc1Cl (stereo not given)	3%	0.0%	i	0.5	-7%	-5%	4%	-24%	1%	2.3%
CCOC(=O)N1CCC(NC(=O)CS(=O)Cc2nc(-c3ccc(C)cc3)oc2C)CC1 (stereo not given)	9%	2.5%	i	2.6	-2%	-5%	4%	-18%	3%	0.3%
CCN1C(=O)CC(N2CCC(Nc3ccc(OC)cc3)CC2)C1=O (stereo not given)	6%	-1.9%	i	0.6	-7%	1%	2%	-5%	nt	nt
Cc1ccc(-c2csc(N(Cc3ccccc3)C(=O)COc3ccccc3)n2)cc1	-1%	-1.8%	i	0.5	-5%	27%	-2%	-7%	-22%	3.3%
CC(C)(C)c1cc(NC(=O)COC(=O)c2nccnc2N)n(-c2ccccc2)n1	4%	-0.8%	i	2.2	-8%	-3%	0%	-23%	8%	-0.9%
O=c1[nH]c(=S)[nH]c2sccc12	18%	-1.4%	i	0.4	-2%	2%	3%	-13%	12%	0.5%
CCc1ccc(S(=O)(=O)N2CCN(C(=O)c3cccnc3)CC2)cc1	8%	1.2%	i	0.4	-10%	0%	6%	-8%	-21%[20 µM]	-4.2%
CCc1nnc(NC(=O)[C@@H](NC(=O)c2cccc(S(=O)(=O)N(CC)CC)c2)C(C)C)s1	-1%	-3.2%	i	3.5	-3%	11%	-6%	21%	-38%	-7.5%

Later entries.
SMILES	HEK293 NOD2/NF-kB	HIV fusion peptide	Myeloid diff 2	Myeloid diff 2 GFP+ MAC1+ %	LYP phosphatase	PhoP inhibition	SIAH1 antagonists	NOD1 inhibition	KOR beta-arrestin-1	KOR beta-arrestin-2
COc1ccc(C(=O)NC2CC2)cc1OC1CCN(Cc2cnn(C)c2C)CC1	8%	0.0%	i	0.5	-7%	3%	12%	-28%	-25%	1.4%
CCCCNC(=O)Nc1nnc(SCC(=O)OCC)s1	2%	-2.1%	i	0.1	-4%	4%	-10%	-4%	19%	2.1%
CCOC(=O)c1cnc2c(C)cccc2c1NCc1ccco1	1%	1.9%	+	24*	1%	-2%	0%	-28%	14%	-4.1%
CCN(CC)CCCNC(=O)c1cc2c(=O)n(CC)c3ccccc3c2s1	-2%	-1.2%	i	0.2	-9%	2%	-1%	-15%	7%	-3.9%
Nc1c(C(=O)Nc2ccc3c(c2)OCCO3)nnn1CCc1ccccc1	-38%	-2.6%	i	1.9	-7%	4%	-2%	-30%	-25%	10%
Cc1cc(C)cc(SCc2noc(C(=O)NCCCN3CCOCC3)c2C(=O)NCCCN2CCOCC2)c1	12%	0.7%	i	1.2	-6%	-5%	-3%	-11%	0%	3.4%
Cc1ccc(/C=C/C(=O)NC(C)c2ccccc2)cc1 (stereo not given)	10%	1.6%	i	1.0	-2%	-11%	0%	-23%	-20%	1.9%
CCC(CC)C(=O)NCCc1cc2c(C)ccc(C)c2[nH]c1=O	17%	0.3%	i	2.3	-6%	-3%	0%	2%	14%	-0.4%
COc1cccc(-c2nnc(NC(=O)c3ccccc3Br)o2)c1	-7%	1.5%	i	2.3	4%	-3%	4%	-8%	10%	1.2%
CCOC(=O)/C(C#N)=C/c1c(N2CCN(C)CC2)nc2c(C)cccn2c1=O	21%	-1.0%	i	0.3	-5%	2%	2%	-4%	-10%	-6.7%
Cc1cc2c(=O)n(CC(=O)N3CCN(c4ccccc4)CC3)cnc2s1	15%	2.9%	i	0.9	18%	-11%	1%	-25%	16%	0.5%
NC(=O)c1ccsc1NC(=O)COC(=O)CSc1ccc(Cl)cc1	8%	-0.1%	i	0.0	-4%	1%	-7%	-34%	-36%	1.7%
Cc1nc(CS(=O)(=O)c2ccc(Cl)cc2)cc(Sc2ccccc2Cl)n1	-5%	-0.6%	i	1.1	-7%	1%	9%	-23%	36%	-2.3%
COc1ccc(S(=O)(=O)N(C)C)cc1NCC(=O)Nc1ccc(F)cc1F	12%	0.5%	i	0.6	-3%	9%	2%	-14%	13%	-1.9%
Cc1cccc(C)c1NC(=S)N/N=C/c1ccc(OCCC(C)C)cc1	-33%	0.6%	i	0.1	4%	4%	-1%	26%	-14%	-3.3%
Cn1c(=O)oc2cc(S(=O)(=O)N3CCCC3)ccc21	11%	-2.6%	i	3.4	-9%	0%	-4%	10%	-27%	-3.5%
Cc1ccc(OCCC(=O)O)cc1	9%	1.7%	i	0.6	-1%	-9%	6%	0%	-28%	1.6%
O=C(Nc1ccc(S(=O)(=O)Nc2cnc3ccccc3n2)cc1)c1ccc(Br)o1	7%	17%	i	0.3	0%	-1%	3%	nt	26%	1.4%
COc1ccc(NC(=O)CSc2nc(C)cc(C)n2)cc1	4%	0.7%	i	0.6	-9%	11%	2%	2%	-23%	2.0%
Cc1cc(C)cc(OCC(=O)Nc2ccc3c4c(cccc24)CC3)c1	9%	-2.0%	i	1.8	4%	0%	0%	4%	-20%	3.7%
O=C(O)/C=C/C(=O)NCCc1ccccc1	-2%	0.5%	i	1.1	3%	-2%	-1%	-20%	17%	31%
Cc1[nH]c(C)c(S(=O)(=O)NCc2ccc(OC(C)C)cc2)c1C(=O)N1CCCC1	-5%	-0.2%	i	0.5	2%	-3%	-1%	-24%	-29%	0.2%
O=C1C2C(c3ccccc3)CC=CC2[C@H](c2ccc(C(F)(F)F)cc2)N1Cc1ccccc1 (stereo not given in full)	23%	-1.9%	i	3.7	7%	-3%	5%	2%	17%	nt
CC(C)(C)c1nc2sc3c(c2c(=O)o1)CCCC3	6%	-0.5%	i	0.0	-3%	-8%	1%	2%	-81%	5.1%
Cc1ccc(NC(=O)CSc2ccc(-c3cccnc3)nn2)cc1	4%	-1.7%	i	1.5	-6%	-2%	1%	-28%	-11%	-0.5%

The list goes on; the last 3 above are carried over.
SMILES	HEK293 NOD2/NF-kB	HIV fusion peptide	Myeloid diff 2	Myeloid diff 2 GFP+ MAC1+ %	LYP phosphatase	PhoP inhibition	SIAH1 antagonists	NOD1 inhibition	KOR beta-arrestin-1	KOR beta-arrestin-2
O=C1C2C(c3ccccc3)CC=CC2[C@H](c2ccc(C(F)(F)F)cc2)N1Cc1ccccc1 (stereo not given in full)	23%	-1.9%	i	3.7	7%	-3%	5%	2%	17%	nt
CC(C)(C)c1nc2sc3c(c2c(=O)o1)CCCC3	6%	-0.5%	i	0.0	-3%	-8%	1%	2%	-81%	5.1%
Cc1ccc(NC(=O)CSc2ccc(-c3cccnc3)nn2)cc1	4%	-1.7%	i	1.5	-6%	-2%	1%	-28%	-11%	-0.5%
CCCn1c(C(O)c2cc(OC)ccc2OC)nc2ccccc21 (stereo not given)	-15%	0.0%	i	1.1	1%	4%	-1%	-21%	5%	-2.2%
O=C(CSc1nnc(-c2c[nH]c3ccccc23)o1)c1ccccc1	-22%	3.1%	i	2.0	-2%	-3%	2%	-8%	-11%	0.8%
COc1ccc(S(=O)(=O)N2CCOCC2)cc1NC(=O)COC(=O)C1=COCCO1	1%	0.4%	i	0.7	-6%	nt	12%	0%	-13%	-4.0%
COc1ccccc1-n1c(C)nc(=O)c(-c2ccccc2)c1C	-2%	-2.0%	i	0.3	-6%	13%	0%	-11%	-2%	-1.1%
Cc1ccc(-c2cc(C(F)F)n3ncc(C(=O)Nc4cn(C)nc4C)c3n2)cc1	19%	-0.8%	i	0.2	-4%	5%	-1%	-24%	-46%[20 µM]	nt
COc1cc2nc(CN(C)Cc3nc4ccccc4c(=O)[nH]3)[nH]c(=O)c2cc1OC	-1%	1.9%	i	0.9	-4%	-3%	-2%	0%	-45%	1.9%
CC1CCN(CC(=O)N2CC(=O)Nc3ccccc32)CC1	9%	1.2%	i	1.8	0%	-2%	-6%	-38%	24%	3.4%
COc1ccc(-n2nc3c(c2NC(=O)C(C)C)CSC3)cc1	-13%	-1.8%	i	0.8	-10%	5%	-4%	-46%	-20%	3.0%
COc1ccc(N2CCCCn3c2nc2c3c(=O)[nH]c(=O)n2C)cc1	1%	0.1%	i	1.3	-5%	1%	-2%	-13%	-22%	-2.8%
CCOc1ccccc1NC(=O)CCn1nc(C)c(S(=O)(=O)N2CCCCC2)c1C	5%	0.5%	i	1.0	-8%	-4%	11%	0%	-35%	1.1%
